Hck-Nef inh – inhibitors of human Hck kinase activated by Nef; inhibition, % at 20 µM; 220,000 compounds, 0.68% hits; Recombinant Hck-YEEI plus Nef, Z-Lyte FRET kinase assay; P08631;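 active means Hck-Nef kinase inhibition above about 50%, limit read from the data; inactive means inhibition below that limit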;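 further: 0% = DMSO with Hck plus Nef and 100% = Hck alone without Nef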
Runt-CBFb FRET – inhibitors of human RUNX1 Runt domain binding to CBFb | inhibition, % at 20 µM | AID 1496 | Q01196+Q13951 | Cerulean-Runt/Venus-CBFb FRET ratio 530/480, 1 h | 220,000 compounds, 0.46% hits;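 active means inhibition over about 50% at 20 µM in the single-dose screen, limit read from the data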;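 further: 0% = DMSO wells and 100% = excess unlabeled CBFb competitor control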
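Measured by: fluorescence energy transfer, 422 nm excitation, 530/480 nm emission; test system: Cerulean-tagged RUNX1 Runt domain (FRET donor) fusion protein; buffer or medium: Tris pH 7.5 buffer with BSA; compound: one dose, 20 µM compound, 1% DMSO; times: two 1 h room-temperature incubations shielded from light; benchmarks: unlabeled CBFb 5 µM, positive control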
NPY-Y1 PAM-ag – human NPY-Y1 potentiation or agonism, primary screen. NPY-Y1 expressing cells, potentiator/agonist activation. activation, % at 3.6 µM. 220,000 compounds, 0.37% hits. AID 1304; in the data active means activation above about 33%, passing the limit was not always enough;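 further: cells stimulated with NPY at EC10 then isoproterenol at EC100; 0% = low agonist plus stimulus and 100% = saturating agonist plus stimulus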
Runt-SMMHC FRET – blocks binding of human RUNX1 Runt domain to CBFb-SMMHC. Q01196+Q13951. Cerulean-Runt/Venus-CBFb-SMMHC FRET ratio 530/480, 1 h. inhibition, % at 20 µM. 220,000 compounds, 0.74% hits;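 active means mean inhibition across duplicate retests at 20 µM reaching about 50%, limit read from the data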;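 further: 0% = DMSO wells and 100% = wells with excess untagged CBFb-SMMHC; inhibitors lower the FRET ratio by blocking Runt binding to CBFb-SMMHC; some results filed as inactive read as strong as hits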
RBBP9 inhibitor – human RBBP9 hydrolase inhibition; O75884; recombinant RBBP9, FP-Rh probe fluorescence polarization; inhibition, % at 7.94 µM; 220,000 compounds, 0.2% hits;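 active means inhibition above the campaign mean of all tested compounds plus 3 SD, cut at about 14% in these data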;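 further: plate controls were DMSO wells with RBBP9 for no effect and wells lacking RBBP9 protein for full effect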
Target sequence (O75884 whole entry, looked up): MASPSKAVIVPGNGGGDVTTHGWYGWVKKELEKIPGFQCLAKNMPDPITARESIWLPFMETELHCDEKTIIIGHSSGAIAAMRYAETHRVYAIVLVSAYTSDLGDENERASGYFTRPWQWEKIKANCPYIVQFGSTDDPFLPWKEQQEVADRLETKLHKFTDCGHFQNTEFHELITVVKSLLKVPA
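Test system – recombinant human RBBP9 · Input – RBBP9 2.5 µM in dispensing solution, pre-mixing · Medium – Tris buffer pH 8.0, NaCl, Pluronic · Schedule – preincubation 30 min plus labeling 45 min at 25 °C · Measured by – fluorescence polarization · Measure – % inhibition · Controls – DMSO and no-protein wells · Replicates – one well per compound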
p97 ATPase inh – blocks human p97 ATPase activity; P55072; 220,000 compounds, 0.42% hits; AID 1481; recombinant p97 ATPase, Kinase-Glo ATP luminescence, 3 h; inhibition, % at 8 µM; in the data active means inhibition above about 15%;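 further: 0% = DMSO vehicle and 100% = wells lacking enzyme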
NPY2 pot ag – potentiates or activates human NPY-Y2 receptor; activation, % at 3.6 µM; AID 1359; cells expressing NPY-Y2, potentiator/agonist read-out; 220,000 compounds, 0.45% hits; P49146; in the data active means activation above about 27%;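 further: cells stimulated with NPY near EC25 plus isoproterenol at EC100; 0% = vehicle plus submaximal agonist and 100% = vehicle plus saturating agonist; some results beyond the cut were filed as inactive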
Target sequence (P49146 whole entry, looked up): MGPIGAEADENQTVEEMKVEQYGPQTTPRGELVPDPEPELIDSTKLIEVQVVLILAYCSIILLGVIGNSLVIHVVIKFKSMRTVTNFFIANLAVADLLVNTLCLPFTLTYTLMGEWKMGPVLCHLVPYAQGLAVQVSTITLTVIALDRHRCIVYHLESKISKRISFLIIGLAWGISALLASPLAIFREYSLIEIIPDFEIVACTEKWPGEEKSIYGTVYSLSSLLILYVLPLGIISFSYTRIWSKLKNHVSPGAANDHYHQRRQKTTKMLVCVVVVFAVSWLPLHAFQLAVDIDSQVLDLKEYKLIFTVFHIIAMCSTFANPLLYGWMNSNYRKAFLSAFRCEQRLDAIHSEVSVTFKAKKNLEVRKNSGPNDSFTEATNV
NPY Y1 blocker – NPY-Y1 (human) receptor antagonism | HEK293-CNG Y1 cells, membrane potential fluorescence; NPY at EC95, then isoproterenol | 200,000 compounds, 1% hits | inhibition, % at 3.6 µM;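 active means inhibition above the campaign mean inhibition of all tested compounds plus 3 SD, cut at about 20% in these data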;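 further: 0% = DMSO wells given NPY plus isoproterenol and 100% = isoproterenol alone without NPY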
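Test system – HEK293 Y1/CNG channel cell line · Also added – NPY agonist 25 nM, then isoproterenol 1 µM plus Ro 20-1724 25 µM · Compound dosing – one concentration, 3.6 µM, in 0.4% DMSO · Schedule – compound incubation 1 h at room temperature, readout 45 min post-stimulation · Technique – fluorescence, membrane potential probe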
Mdm2 ligase inh – inhibitors of human Mdm2 E3 ubiquitin ligase; 210,000 compounds, 0.11% hits; cell-based MDM2 ubiquitination luciferase reporter, 2 h; 0 = plate control, 100 = twice control, blank-subtracted; signal enhancement, % at 5 µM; Q00987;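 active means signal enhancement of 30% or more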;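 further: luminescence tracks abundance of the self-degrading MDM2-luciferase fusion protein; higher signal means inhibition of MDM2 E3 ligase activity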
Target sequence (Q00987 whole entry, looked up, the tested form may be a part): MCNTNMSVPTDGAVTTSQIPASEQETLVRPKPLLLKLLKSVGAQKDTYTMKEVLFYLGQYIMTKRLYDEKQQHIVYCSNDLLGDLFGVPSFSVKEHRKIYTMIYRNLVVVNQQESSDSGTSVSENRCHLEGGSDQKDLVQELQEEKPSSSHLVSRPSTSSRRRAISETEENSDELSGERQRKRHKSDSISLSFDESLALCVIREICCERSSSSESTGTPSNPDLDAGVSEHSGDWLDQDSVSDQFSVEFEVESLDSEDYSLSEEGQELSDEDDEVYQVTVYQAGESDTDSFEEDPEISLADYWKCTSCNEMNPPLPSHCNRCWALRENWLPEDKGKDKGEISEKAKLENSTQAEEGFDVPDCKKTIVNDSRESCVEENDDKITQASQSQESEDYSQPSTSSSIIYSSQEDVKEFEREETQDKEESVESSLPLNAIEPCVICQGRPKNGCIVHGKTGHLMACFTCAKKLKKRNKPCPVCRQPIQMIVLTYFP
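Assay system: stable mammalian line carrying autodegrading MDM2–luciferase fusion reporter; Input: 2000 cells in each well; Compound dosing: single-point 5 µM; Schedule: 2 h compound exposure at 37 °C; Signal: SteadyLite luciferase luminescence after 15 min room-temperature reagent incubation; Evaluation: % luminescence enhancement versus blank-corrected plate control mean; Benchmarks: plate controls and plate blanks.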
* marks the source's active call; other numbers are inactive results; x = no result given.

Mdm2 ligase inh,compound,NPY Y1 blocker,RBBP9 inhibitor,NPY-Y1 PAM-ag,NPY2 pot ag,Runt-CBFb FRET,Runt-SMMHC FRET,Hck-Nef inh,p97 ATPase inh
1,CCC(=O)NC(=S)Nc1ccc(NC(=O)c2ccc(C)c([N+](=O)[O-])c2)cc1,-1,5,6,7,-1,0,3,5
-4,O=C1NC(c2ccccc2)C(C(=O)c2cccs2)=C1O (configuration not stated),-2,-6,11,16,1,-2,0,3
-3,O=C(COc1ccccc1)NCc1ccccc1,2,-4,4,4,1,-4,-2,2
-21,O=C(NNc1ccc(Cl)cc1)C1CCC1,x,-7,10,8,3,2,13,8
-13,c1ccc(-c2noc(-c3cccnc3)n2)nc1,-4,0,5,14,0,1,6,-11
3,CCCc1nc2cc(CC(=O)OC)ccc2o1,0,4,23,5,-2,-7,0,2
-19,Cc1cc(NC(=O)CSc2nnc(C3CC3)n2C)no1,-5,0,-4,10,-1,-7,0,4
9,CCCCC(=O)NC(c1cccc([N+](=O)[O-])c1)c1c(OC(C)=O)ccc2ccccc12 (configuration not stated),5,-10,-7,-13,-2,0,5,-4
-21,Cn1c(NC(=O)c2ccco2)c(-c2ccc(Cl)cc2)c(=O)c2ccccc21,10,-7,-8,-13,-2,-3,-20,-2
-11,CCOC(=O)c1nn(-c2ccccc2C)c2nc(-c3ccc(Cl)cc3)c(C#N)c(=O)n12,4,-2,-1,-11,-1,3,1,-2
-10,N#Cc1ccc(OCCN2C(=O)NC3(CCSC3)C2=O)cc1 (configuration not stated),-5,-8,-1,0,-2,1,-1,2
-6,O=C(CSc1nnc(-c2ccccc2)n1Cc1ccccc1)NNC(=O)c1ccccc1O,-2,-5,-7,12,1,1,3,3
-5,Cc1ccc(C(NC(=O)N2CCOCC2)C(Cl)Cl)cc1F (configuration not stated),1,-4,15,14,0,1,2,-2
-91,N/C(=N\OC(=O)c1cccc(Cl)c1)c1ccncc1,-3,-3,4,-10,1,1,10,-3
-3,CN(C)[C@@H]1CCC[C@H]1OC(=O)C(c1ccccc1)c1ccccc1,17,-1,10,1,1,0,1,13
-20,O=C(Nn1cnc2ccccc2c1=O)c1ccc(F)cc1Cl,3,-4,10,-8,-1,-6,0,4
-26,CN(C)c1ccc(NS(=O)(=O)c2ccc(Cl)cc2)cc1,-9,-9,-14,0,14,2,1,-4
-7,CC(=O)Nc1ccc(C(=O)N/C(=C/c2ccccc2)C(=O)Nc2cccc(C(=O)O)c2)cc1,-3,-5,-12,9,-2,-3,19,5
-14,CCc1nnc(NC(=O)C2(C)COC(c3ccccc3)OC2)s1 (configuration not stated),0,-2,29,14,-1,111,8,-1
0,O=C(CSc1nnc(-c2ccccc2O)o1)Oc1ccc(OCc2ccccc2)cc1,5,-7,-28,-16,-1,-5,1,-5
-2,Cc1ccc(Nc2nnc(SCC(=O)Nc3ccc(S(=O)(=O)N4CCOCC4)cc3)s2)cc1,-6,-11,10,17,0,-4,-12,0
-37,CN(C)C(=O)c1cc2cc(Br)ccc2s1,7,-4,-11,-3,0,-1,-18,3
-6,O=C(O)C1Cc2ccccc2CN1C(=O)c1ccccc1 (configuration not stated),2,-8,-17,0,0,2,2,2
-7,O=C(c1cccc(C(F)(F)F)c1)N1CCN(C2CCCCC2)CC1,0,-8,-2,-5,-2,5,-15,-10
-7,O=C(Nc1ccccc1)N1CCC(c2ccccc2)C1 (configuration not stated),1,-2,9,-4,-1,-53,2,4

Two compounds from above, limited to Hck-Nef inh and NPY-Y1 PAM-ag.
canonical_smiles,Hck-Nef inh,NPY-Y1 PAM-ag
Cc1cc(NC(=O)CSc2nnc(C3CC3)n2C)no1,0,-4
O=C(Nc1ccccc1)N1CCC(c2ccccc2)C1 (configuration not stated),2,9

Following part.
Mdm2 ligase inh,compound,NPY Y1 blocker,RBBP9 inhibitor,NPY-Y1 PAM-ag,NPY2 pot ag,Runt-CBFb FRET,Runt-SMMHC FRET,Hck-Nef inh,p97 ATPase inh
-13,Cc1cccc(C)c1NC(=O)COC(=O)c1cccc2c1C(=O)c1ccccc1C2=O,1,-5,-8,-9,2,-3,0,2
-11,CN(NC(N)=O)c1ncc(C(F)(F)F)cc1Cl,-2,-2,-4,4,0,-3,1,1
-11,Cc1cc(/C=N/N2CCN(C)CC2)c(C)n1-c1ccccc1F,7,-4,15,-2,1,-6,2,-2
-13,O=C(O)c1cccc(-n2c(O)c(C=C3N=c4ccccc4=N3)sc2=S)c1,x,-7,-3,-6,2,-14,-11,7
-2,Cc1cc(C)c(C#N)c(SC(F)F)n1,2,-3,17,3,0,-1,-2,0
-13,O=C(NC1(C(F)(F)F)NC(=O)N(CCc2ccccc2)C1=O)C1CC1 (configuration not stated),-4,-8,-8,2,-1,0,2,2
-3,COc1ccc(/C=N/NC(=O)c2[nH]c3ccc(Br)cc3c2-c2ccccc2)c(C(=O)O)c1OC,x,-10,-17,3,0,3,10,-1
-4,COc1cc(CC(=O)OCC(=O)NCC(C)C)cc(OC)c1OC,-3,-9,9,0,1,-2,17,2
0,Cc1ccccc1NS(=O)(=O)c1cc(C(=O)Nc2cccc(N(C)S(C)(=O)=O)c2)ccc1C,4,-6,12,10,0,4,1,2
x,O=C(COCc1ccccc1)N[C@@H](Cc1ccc(O)cc1)C(=O)O,-4,-1,6,-4,0,0,-1,9
x,C[C@@H](C(=O)NCc1ccccc1)[C@@H]1C[C@@]1(C)[C@@H](NC(=O)OCc1ccccc1)c1ccccc1,-3,-8,9,-9,-2,5,-3,1
3,Cc1ccc2c(c1)COc1c3ccc(C(=O)N4CCOCC4)cc3nn1-2,x,x,x,x,1,-1,15,x
-1,Cc1[nH]c2ccc(CNS(=O)(=O)c3ccc(S(=O)(=O)N4CCOCC4)cc3)cc2c1C,1,-7,-18,-4,1,-1,4,3
-8,CC(OC(=O)c1ccc(F)cc1)C(=O)Nc1nc(-c2cccc([N+](=O)[O-])c2)cs1 (configuration not stated),-2,2,11,0,1,-3,0,9
-3,CC(C)N1CCC(N2CCN(Cc3cnc(-c4ccccc4)s3)CC2CCO)CC1 (configuration not stated),1,2,-11,-14,2,0,6,0
-3,COc1cc(C(=O)Nc2ccccn2)cc(OC)c1OC,-4,-7,-21,-1,0,0,6,-3
4,c1ccc(CCCNc2ncccn2)cc1,-1,-5,-13,7,1,-5,12,5
-14,CCOC(=O)c1c(-c2ccc(OC)c(OC)c2)csc1NC(=O)C1CCCO1 (configuration not stated),1,-6,0,2,-3,-4,19,-4
-9,CCN(Cc1ccccc1)Cc1cccc([N+](=O)[O-])c1,6,-7,-10,-7,0,-2,0,-1
-12,c1ccc(C2=Nc3cccc4cccc(c34)N2)cc1,-2,-3,10,0,-1,-19,2,1
-8,CCC1(C)N=C(N)Nc2nc3cc(C)c(C)cc3n21 (configuration not stated),x,3,11,16,0,-1,20,9
-11,O=C(N1CCCCC1)N1CCN(C(=O)N2CCCCC2)CC1,0,-5,-7,-11,-1,2,-1,-3
-22,CC(C)c1ccc(NC(=O)COC(=O)/C=C/c2cccc(Br)c2)cc1,-3,1,-4,-4,-1,-15,1,-2
-8,CCc1nc2ccccc2nc1N1CCN(S(=O)(=O)c2ccccc2)CC1,x,-3,-7,-10,-1,-4,-10,-11
-9,COc1cc(/C=C2\SC(=N)N(c3ccc(F)cc3)C2=O)ccc1O,0,-1,13,2,-36,-82,77*,2
-11,Cc1noc(/C=C/N(C)C)c1S(=O)(=O)N1CCCC(C(=O)NCc2ccc(Cl)cc2)C1 (configuration not stated),-10,-4,8,-2,-4,-1,2,6
-15,O=C(NCCN1CCOCC1)[C@H](Cc1ccccc1)N1C(=O)c2ccccc2C1=O,1,-4,-29,1,0,-1,-1,-4
-7,Cc1cc(Cl)ccc1NC(=S)NCc1ccc(Cl)cc1,2,-7,8,12,0,-3,-1,3
-11,OCCNCCCOc1cc(Cl)ccc1Cl,5,-3,-8,-1,1,39,21,1
-10,O=C(NCC1CCCO1)c1cc2c(s1)CS(=O)(=O)C2 (configuration not stated),-3,-1,-3,3,-2,0,-13,-1
1,C/C(=N/NC(=O)c1cn(-c2cccc(C)n2)cn1)c1ccc(C)cc1,4,-4,16,-8,-3,-8,1,2
-13,NC(=O)CSc1nc2c(sc3ccccc32)c(=O)n1CCCN1CCOCC1,0,-10,-1,11,0,6,1,3

In the list so far, these have fluorine.
Mdm2 ligase inh,compound,NPY Y1 blocker,RBBP9 inhibitor,NPY-Y1 PAM-ag,NPY2 pot ag,Runt-CBFb FRET,Runt-SMMHC FRET,Hck-Nef inh,p97 ATPase inh
-5,Cc1ccc(C(NC(=O)N2CCOCC2)C(Cl)Cl)cc1F (configuration not stated),1,-4,15,14,0,1,2,-2
-20,O=C(Nn1cnc2ccccc2c1=O)c1ccc(F)cc1Cl,3,-4,10,-8,-1,-6,0,4
-7,O=C(c1cccc(C(F)(F)F)c1)N1CCN(C2CCCCC2)CC1,0,-8,-2,-5,-2,5,-15,-10
-11,CN(NC(N)=O)c1ncc(C(F)(F)F)cc1Cl,-2,-2,-4,4,0,-3,1,1
-11,Cc1cc(/C=N/N2CCN(C)CC2)c(C)n1-c1ccccc1F,7,-4,15,-2,1,-6,2,-2
-2,Cc1cc(C)c(C#N)c(SC(F)F)n1,2,-3,17,3,0,-1,-2,0
-13,O=C(NC1(C(F)(F)F)NC(=O)N(CCc2ccccc2)C1=O)C1CC1 (configuration not stated),-4,-8,-8,2,-1,0,2,2
-8,CC(OC(=O)c1ccc(F)cc1)C(=O)Nc1nc(-c2cccc([N+](=O)[O-])c2)cs1 (configuration not stated),-2,2,11,0,1,-3,0,9
-9,COc1cc(/C=C2\SC(=N)N(c3ccc(F)cc3)C2=O)ccc1O,0,-1,13,2,-36,-82,77*,2

Compound activity (PubChem BioAssay)
